Assay outcomes: PubChem, several laboratories
RGS4 act: RGS4 potentiation or activation; HEK293 M3R/inducible RGS4, carbachol calcium flux Fluo4; stronger effect = lower value; B-score at 10 µM; 310,000 tested, 0.92% active; AID 463111;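 active means B-score of the integrated calcium signal more than 4 SD below the library mean, with starting fluorescence not abnormally high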;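 further: negative B-score means reduced calcium response which marks RGS4 activation or potentiation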
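Assay system: HEK293 FlpIn-TREx cells, stable M3R, doxycycline-inducible RGS4 / Probe or stimulus: carbachol, ECmax concentration / Times: overnight RGS4 induction, 30 min dye load 37 °C, 20 min compound RT / Signal: kinetic calcium fluorescence imaging with Fluo4-AM dye, 2 µM / Measure: Agonist-evoked peak-minus-minimum fluorescence over baseline, integrated ratio, B score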
KCNQ1 block: inhibitors of human KCNQ1 potassium channel; P51787; CHO-K1 KCNQ1, FluxOR thallium flux fluorescence; stronger effect = higher value; B-score at 10 µM; 310,000 tested, 1.3% active; AID 2642;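 active means compounds whose thallium flux B-score, printed positive for inhibition, exceeds three library SD while starting fluorescence stays within three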;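 further: channel opened by potassium depolarization with thallium stimulus after 20 min compound exposure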
KCNK3 block: human KCNK3 channel inhibition, primary screen; O14649; CHO-KCNK3 thallium flux, FluxOR fluorescence; stronger effect = lower value; B-score at 10 µM; 340,000 tested, 0.84% active; AID 602410;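 active means B-score under library mean minus 4 SD, starting fluorescence ratio at most library mean plus 5 SD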;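 further: more negative B-score means stronger inhibition of thallium flux through KCNK3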
KCNQ1 pot: human KCNQ1 channel potentiation or activation; CHO-K1 KCNQ1, thallium flux FluxOR fluorescence; stronger effect = higher value; B-score at 10 µM; 310,000 tested, 0.35% active;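 active means fluorescence ratio B-score, a plate-corrected score, at least three library SD, with initial intensity B-score within 5 SD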
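Medium – assay buffer, equal DMSO in all wells · Material – CHO-K1 cell line with stable KCNQ1 potassium channel expression · Signal – kinetic FluxOR thallium fluorescence, 10-s 1-Hz baseline, 110-s post-stimulus read · Compound – single concentration per compound, DMSO matched to controls · Schedule – 37 °C overnight plating, 90-min dark dye load, 20-min compound pretreatment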
GSK3A inh: blocks human GSK-3 alpha kinase | ADP-Glo luminescence, 60 min | inhibition, % at 10 µM | P49840 | AID 2650 | 320,000 tested, 0.1% active;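 in the data active means inhibition above about 50%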;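 further: GST-tagged GSK-3 alpha with peptide substrate and 25 µM ATP; 0% = DMSO neutral wells and 100% = GW8510 positive control wells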
Target sequence (P49840 whole entry, looked up): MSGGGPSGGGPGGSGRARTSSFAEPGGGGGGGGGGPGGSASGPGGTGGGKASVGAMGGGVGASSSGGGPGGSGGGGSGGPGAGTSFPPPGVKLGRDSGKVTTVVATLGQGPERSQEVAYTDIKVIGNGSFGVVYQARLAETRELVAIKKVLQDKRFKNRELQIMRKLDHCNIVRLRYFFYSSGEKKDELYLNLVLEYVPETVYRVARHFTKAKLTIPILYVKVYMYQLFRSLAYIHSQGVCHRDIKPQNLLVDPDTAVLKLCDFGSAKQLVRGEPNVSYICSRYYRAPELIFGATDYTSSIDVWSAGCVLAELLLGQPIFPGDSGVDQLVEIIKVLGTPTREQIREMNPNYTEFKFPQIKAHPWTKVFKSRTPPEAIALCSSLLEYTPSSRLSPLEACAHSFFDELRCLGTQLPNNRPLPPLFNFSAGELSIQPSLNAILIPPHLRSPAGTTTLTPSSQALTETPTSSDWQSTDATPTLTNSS
PolyA inhibitor: blocks polyadenylation in yeast reporter cells; S. cerevisiae SKY197-pL101 polyadenylation reporter, beta-gal luminescence; efflux-impaired pdr1/pdr3 knockout yeast; score 100 = 6 SD above DMSO; calls only at 12 µM; 300,000 tested, 0.02% active; AID 1875;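 active means lowest replicate activity score at least 50, where 100 means six control SD above control mean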;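 further: yeast exposed to compound for 9 h at 30 °C; higher score means more reporter readthrough which indicates perturbed polyadenylation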
GSK3B inh: blocks human GSK3beta kinase activity; activity score (negative = inhibition), % at 10 µM; 300,000 tested, 0.038% active; P49841; GST-GSK3beta kinase, ADP-Glo luminescence, 60 min; stronger effect = lower value;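 active means more than half of replicate wells score below -50%, meaning over 50% inhibition versus plate controls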;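 further: 0% = median DMSO wells and -100% = median GW8510 positive control wells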
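Test system: GST-fused GSK3beta enzyme, cell-free | Quantity: 1.6 ng GST-GSK3beta enzyme per well | Reagent: 25 µM ATP with peptide substrate | Schedule: 60 min enzyme reaction, room temperature | Signal: Luminescent ADP-Glo measurement of ADP formed | Read-out basis: Score relative to plate controls | Control set: DMSO and 20 µM GW8510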
RGS4 inh: human RGS4 inhibition; 310,000 tested, 0.45% active; HEK293 M3R/RGS4 inducible, Fluo-4 calcium flux; stronger effect = higher value; triggered by carbachol at its EC20; AID 463165; B-score at 10 µM;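 active means B-score, a plate-corrected calcium signal, over three deviations above library mean, with baseline fluorescence within five deviations of library mean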;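 further: RGS4 expression induced by doxycycline in cells with stable M3 receptor; B-score is computed from the integrated fluorescence ratio over baseline after carbachol; higher B-score means a larger calcium signal and so more RGS4 inhibition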
Target sequence (P49798 whole entry, looked up): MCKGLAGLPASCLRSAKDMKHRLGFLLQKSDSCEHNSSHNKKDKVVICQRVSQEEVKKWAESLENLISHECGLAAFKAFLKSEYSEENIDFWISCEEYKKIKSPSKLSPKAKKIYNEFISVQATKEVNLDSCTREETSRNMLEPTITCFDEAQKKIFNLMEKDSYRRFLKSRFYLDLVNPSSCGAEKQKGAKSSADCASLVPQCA
KCNK9 inh: human KCNK9 channel inhibition | HEK293 KCNK9, FluxOR thallium flux fluorescence; stronger effect = lower value | B-score at 10 µM | 310,000 tested, 1.2% active | AID 488922 | Q9NPC2;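 active means ratio B-score over 3 SD below the library mean, with starting fluorescence within 5 SD of its mean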;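 further: negative B-score means less thallium flux so channel inhibition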
Target sequence (Q9NPC2 whole entry, looked up): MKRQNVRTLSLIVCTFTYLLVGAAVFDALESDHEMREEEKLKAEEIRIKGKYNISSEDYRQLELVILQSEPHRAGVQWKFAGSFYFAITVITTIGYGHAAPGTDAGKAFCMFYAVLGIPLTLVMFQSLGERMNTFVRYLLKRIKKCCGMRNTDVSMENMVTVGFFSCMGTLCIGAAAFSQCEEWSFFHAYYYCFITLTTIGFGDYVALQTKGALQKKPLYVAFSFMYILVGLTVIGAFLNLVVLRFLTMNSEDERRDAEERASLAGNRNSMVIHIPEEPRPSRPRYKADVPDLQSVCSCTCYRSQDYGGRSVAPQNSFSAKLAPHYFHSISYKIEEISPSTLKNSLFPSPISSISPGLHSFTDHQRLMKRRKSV
DYRK1A inh: inhibitors of rat Dyrk1A kinase; Q63470; ADP-Glo luminescence, NFATc1 peptide; inhibition, % at 12.5 µM; 310,000 tested, 0.43% active; in the data active means inhibition above about 50%;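 further: plate controls were vehicle with enzyme for no effect and no enzyme for full effect; many of its hits are not listed in these tables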
hERG protect: compounds protecting human hERG from proarrhythmic drug block. Q12809. CHO-hERG, FluxOR thallium flux, dofetilide IC70 present. activation (rescue from dofetilide block), less the hit threshold, % at 10 µM. 310,000 tested, 0.51% active;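 active means activation above the mean of controls blocked by dofetilide plus 5 SD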;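 further: thallium influx through hERG after potassium depolarization seen as dye fluorescence rise; in these data hits start at about 4.7%; inactives centre near -7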
The depositor's hits bear a star; i = inactive; / = not tested or not shown. Not all compounds are listed; the hit share may differ from the screen's.

SMILES	RGS4 act	KCNQ1 block	KCNK3 block	KCNQ1 pot	GSK3A inh	PolyA inhibitor	GSK3B inh	RGS4 inh	KCNK9 inh	DYRK1A inh	hERG protect
Nc1ccc2oc(CCc3ccccc3)nc2c1	i	i	i	i	-1	i	-2	i	i	1	-7
O=C(O)c1cccc(N2C(=O)/C(=C/c3ccc([N+](=O)[O-])cc3)C=C2c2ccccc2)c1	i	i	i	i	0	i	2	i	i	-7	-3
Cc1ccc2c(c1)N(C(=O)CCC(=O)NCc1ccccn1)CC(C)O2 (stereo not drawn)	i	i	i	i	0	i	-1	i	i	2	-7
CC(NC(=O)C1CCC(CNc2c(N3CCOCC3)c(=O)c2=O)CC1)c1ccccc1 (stereo not drawn)	i	i	i	i	0	i	0	i	i	2	-12
Cc1ccc(OCCCCc2c(C)n[nH]c2C)cc1	i	i	i	i	1	i	2	i	i	/	-9
CSc1ccccc1NC(=O)CN(C)Cc1c(O)ccc2ccccc12	i	i	i	i	1	i	-2	i	i	0	-5
CCC(C)(C)n1nnnc1C(c1ccc(F)cc1)N1CCC(C(N)=O)CC1 (stereo not drawn)	i	i	i	i	-2	i	-3	i	i	1	-8
CC1(C)Cc2c(cnn2-c2cccc(F)c2)C(NC(=O)CSc2ccncc2)C1 (stereo not drawn)	i	i	i	i	-2	i	-4	i	i	2	-20
CN(C(=O)c1ccccc1Cl)C1CCCCC1	i	i	i	i	8	/	4	i	i	5	-7
CCCOc1ccc(/C(O)=C2/C(=O)C(=O)N(c3ccccn3)C2c2ccc(OC)cc2)cc1C (stereo not drawn)	i	i	i	i	-2	i	-6	i	i	-1	-5
Cn1c(NC(=O)c2ccccc2)c(-c2cccs2)c(=O)c2ccccc21	i	i	i	i	-2	i	2	i	i	3	-11
C/C(=C\C(=O)c1ccc(Br)cc1)NCc1ccccc1	i	i	i	i	1	i	2	i	i	1	-1
C#CC1(NC(=O)N(C)C)CCCCC1	i	i	i	i	-3	i	3	i	i	-3	-10
CCOC(=O)C1CCN(Cc2cc(=O)oc3cc(C)c(Cl)cc23)CC1	i	i	i	i	-1	i	-3	9.3*	i	-2	-3
CC(C)(C)c1ccc(-c2n[nH]c(=S)n2C2CCCC2)cc1	i	i	i	i	-1	i	/	i	i	2	-9
Fc1ccccc1N1CCN(C(c2ccccn2)c2nnnn2C2CCCCC2)CC1 (stereo not drawn)	i	i	i	i	2	i	0	i	i	1	-7
Cc1cc(Cl)ccc1NC(=S)NCc1ccccc1	i	i	-9.5*	i	0	i	-1	i	i	16	-1
CCC1(CC)NC(=S)N(Nc2ccccc2)C1=O	i	i	i	i	-2	i	3	i	i	7	-3
O=C1c2ccccc2C(=O)C1c1ccncc1	/	/	i	/	4	i	-4	/	/	35	/
CC(=O)c1cccc(NC(=S)N2CCN(c3ccccn3)CC2)c1	i	i	i	i	0	i	3	i	i	14	-7
C=CCN(C(=O)Cn1ncc2c1-c1cc(C)ccc1OC2)c1ccccc1	i	i	i	i	/	i	-3	i	i	4	-16
OCC[C@@H]1C[C@@H](O)[C@H](O)[C@@]2(CCCc3ccccc3O2)O1	i	i	i	i	6	i	2	i	i	5	-7
Cc1ccc(C(=O)NC(O)C(Cl)Cl)cc1 (stereo not drawn)	i	i	i	i	-5	i	4	i	i	2	-5
COc1ccc(N2CCN(c3oc(COc4ccc(Cl)cc4)nc3C#N)CC2)cc1	i	i	i	i	-5	i	6	i	i	0	-4
COc1ccc(CCNC(=O)c2ccc3c(=O)n(Cc4ccco4)c(=S)[nH]c3c2)cc1OC	i	i	i	i	2	i	-2	i	i	-9	-4
O=C(Nc1ccccc1)c1cccc(-c2nnc(-c3ccccc3)o2)c1	i	i	i	i	0	i	1	i	i	4	-2
CN(C)S(=O)(=O)Nc1ccccc1F	i	i	i	i	-1	i	-2	i	i	/	-16
CCn1nnnc1SCC(=O)c1cccc(OC)c1	i	i	i	i	-1	i	0	i	i	-10	-14
Cc1cc(C(=O)N2CCc3ccccc32)c2ccccc2n1	i	i	i	i	-1	i	2	i	i	0	-17
COc1ccc(N(C(=O)c2ccccc2OC)C2C=CS(=O)(=O)C2)c(OC)c1 (stereo not drawn)	i	i	i	i	-1	i	-1	i	i	-3	-2
COc1ccc([N+](=O)[O-])cc1NCC(=O)c1ccc(C)cc1	i	i	i	i	-3	i	2	i	i	-7	0
COc1ccc(NC(=O)CCNC(=O)c2ccco2)cc1OC	i	i	i	i	-2	i	0	i	i	-1	-9
CC(=O)c1ccc(OCC(=O)Nc2ccccc2N2CCCC2)cc1	i	i	i	i	7	i	-3	i	i	-1	-9
Fc1ccccc1COc1ccccc1/C=N/Nc1nc(N2CCCC2)nc(N2CCCC2)n1	i	i	i	i	0	i	5	i	i	1	-6
O=C(NC1CCSC1=O)c1cccc(Cl)c1 (stereo not drawn)	i	i	i	i	2	i	-1	i	i	4	-10
CCCn1c(=O)[nH]c(=O)c2c1nc(-c1ccc3c(c1)OCCO3)n2CCN1CCOCC1	i	i	i	i	0	i	1	i	i	-9	-10
CC(C)(C)NC(=O)NC(=O)COC(=O)CNS(=O)(=O)c1ccc(Br)cc1Cl	i	i	i	i	1	i	-2	i	i	4	-17
CCOC(=O)Cc1csc(NC(=O)CSc2nnnn2-c2ccc(C)c(C)c2)n1	i	i	i	i	0	i	4	i	i	6	-9
CC12CN3CCN(CC(C3)/C1=N\N=C1/C3CN4CCN(C3)CC1(C)C4)C2	i	i	i	i	/	i	0	i	i	6	-4
Cc1ccc(/C=N/NC(=O)c2ccc3c(c2)OCCO3)s1	i	i	i	i	-3	i	1	i	i	/	-10
CCCCCCC1C(C#N)=C(N)OC2=C1C(=O)CC(C)(C)C2 (stereo not drawn)	i	i	i	i	1	i	1	i	i	-4	-11
CCc1ccc(C(=O)COC(=O)c2ccccc2OC)cc1	i	i	i	i	1	i	5	i	i	0	-8
CCc1nnc(NC(=O)CSCc2cc(=O)n3nc(C(C)C)sc3n2)s1	i	i	i	i	-1	i	1	i	i	-5	-8
CCc1ccc(-n2c(C)n[nH]c2=S)cc1	i	i	i	i	1	i	1	i	i	1	-5
CC(OC(=O)c1cccc(S(=O)(=O)N2CCCC2)c1)C(=O)NC1CCCCC1C (stereo not drawn)	i	i	i	i	2	i	-1	i	i	3	-9
O=S(=O)(Cc1ccc(Cl)cc1)N1CCN(Cc2ccccc2)CC1	i	i	i	i	0	/	2	i	i	-4	-9
CCOc1ccc2sc(NS(=O)(=O)c3ccc(N)cc3)nc2c1	i	i	i	i	-2	/	1	i	i	-3	-15
Cc1ccccc1Nc1nc(N)nc(COC(=O)CCS(=O)(=O)c2ccccc2)n1	i	i	i	i	-3	i	1	i	i	0	-21
N#CNC(=Nc1cccc(F)c1)SCc1ccccc1F	i	i	i	i	0	i	-2	i	i	1	-3
O=C(NCc1ccco1)C1CCCN(S(=O)(=O)c2cnc[nH]2)C1 (stereo not drawn)	i	i	i	i	1	i	2	i	i	-2	-2
(next part)
SMILES	RGS4 act	KCNQ1 block	KCNK3 block	KCNQ1 pot	GSK3A inh	PolyA inhibitor	GSK3B inh	RGS4 inh	KCNK9 inh	DYRK1A inh	hERG protect
CCCC(=O)OCCNc1cc(SCc2ccco2)c2nonc2c1[N+](=O)[O-]	i	i	i	i	3	i	-1	i	i	-3	-17
Cc1onc(-c2ccc3c(c2)OCO3)c1-c1ccc2[nH]ccc2c1	i	i	-9.5*	i	2	i	2	i	i	1	-21
CC(=O)N1CC(c2ccccc2)C(c2ccc(Cl)cc2)=N1 (stereo not drawn)	i	i	i	i	-13	i	3	i	-9*	-2	-7
COCCN(C(=O)CSc1nc2ccc(Cl)cc2[nH]1)c1c(N)n(Cc2ccccc2)c(=O)[nH]c1=O	i	i	i	i	1	i	3	i	i	-5	-11
Cc1ccc(-n2sc3ccccc3c2=O)cc1	i	i	i	i	3	i	-2	i	i	-2	-7
Cc1ccc(Nc2ccc(C(F)(F)F)cc2[N+](=O)[O-])cc1	i	i	i	i	-4	i	-1	i	i	-4	-6
Cc1c(S(=O)(=O)N2CCN(c3ccccc3)CC2)c(=O)n(C)c(=O)n1C	i	i	i	i	-3	i	-1	i	i	-1	-8
COc1cccc(OCCCCSc2ncccn2)c1	i	i	i	i	0	i	1	i	i	9	-6
Cn1c(=O)n(C)c2cc(CN3C(=O)OC(C)(C)C3(C)O)ccc21 (stereo not drawn)	i	i	i	i	-1	i	4	i	i	-8	-2
N#CCC(=O)Nc1cc(C(F)(F)F)ccc1N1CCOCC1	i	i	i	i	4	i	1	i	i	/	-7
O=C(CCSc1nnc2ccccn12)Nc1ccc(F)cc1	i	i	i	i	0	i	-2	i	i	/	-7
Cc1cc(C(=O)COC(=O)c2ccc3c(c2)NC(=O)CS3)c(C)n1CCc1ccc(Cl)cc1	i	i	i	i	-4	i	-2	i	i	0	0
Cc1nc2ccc(NS(=O)(=O)c3ccc(F)cc3)cc2s1	i	i	i	i	-1	i	2	i	i	-5	-8
CC(C)(C)OC(=O)N1CCC[C@H]1c1nnc(SCC(=O)Nc2ccc(Br)cc2)o1	i	i	i	i	0	i	0	i	i	19	-6
O=C(Nc1ccc2c(c1)OCCO2)C1CCN(C(=O)c2ccc(Cl)cc2)CC1	i	i	i	i	-2	i	3	i	i	2	-4
Cn1c(=O)n(C)c2cc(NS(=O)(=O)c3ccc(F)cc3)ccc21	i	i	i	i	1	i	-1	i	i	-2	1
COc1cc(/C=N/NC(=O)c2nc3ccccn3c2C)cc(OC)c1O	i	i	i	i	4	/	1	i	i	/	-9
COCCCN1C(=O)C2C(C(=O)Nc3cc(C)cc(C)c3)C3C=CC2(O3)C1C(=O)NC1CCCCC1 (stereo not drawn)	i	i	i	i	-4	i	/	i	i	3	-10

Reformatted: results already given
Below each SMILES – RGS4 act | KCNQ1 block | KCNK3 block | KCNQ1 pot | GSK3A inh | PolyA inhibitor | GSK3B inh | RGS4 inh | KCNK9 inh | DYRK1A inh | hERG protect
O=C(Nc1ccc2c(c1)OCCO2)C1CCN(C(=O)c2ccc(Cl)cc2)CC1
  i | i | i | i | -2 | i | 3 | i | i | 2 | -4
Cn1c(=O)n(C)c2cc(NS(=O)(=O)c3ccc(F)cc3)ccc21
  i | i | i | i | 1 | i | -1 | i | i | -2 | 1
